cln2 rad14 = NCI yeast anticancer drug screen, S. cerevisiae cln2 rad14 strain; growth inhibition, % at 50 µM; actives 8.3% (n = 78,000); AID 165, 2004;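 note: 0% = growth of vehicle-only cultures of the same strain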
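Readout is yeast growth inhibition versus vehicle-treated controls, using a strain with cln2 and rad14 alterations exposed to compound.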
yeast rad50 = NCI yeast anticancer drug screen, S. cerevisiae rad50 strain | growth inhibition, % at 50 µM | actives 10% (n = 79,000) | AID 155, 2004;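 note: 0% = growth of vehicle-only cultures of the same strain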
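Readout: growth inhibition relative to vehicle-treated cultures. Compound exposure was carried out in a genetically defined yeast strain deficient in DNA damage repair.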
bub3 = NCI yeast anticancer drug screen, S. cerevisiae bub3 mutant strain; % growth inhibition at 50 µM; actives 9.9% (n = 78,000);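 note: 0% = growth of vehicle-only cultures of the same strain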
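Yeast carrying a defined mutation is treated with each compound, and growth is compared with that of vehicle-exposed cells to give inhibition.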
yeast mlh1 rad18 = NCI yeast anticancer drug screen, S. cerevisiae mlh1 rad18 strain. growth inhibition, % at 50 µM. actives 11% (n = 79,000);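 note: 0% = growth of vehicle-only cultures of the same strain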
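Compound-treated yeast growth, normalised to vehicle controls. Strain bears defined DNA repair mutations.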
mec2-1 = NCI yeast anticancer drug screen, S. cerevisiae mec2-1 strain; growth inhibition, % at 50 µM; actives 9% (n = 79,000); AID 157, 2004;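 note: 0% = growth of vehicle-only cultures of the same strain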
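Using mec2-1 yeast: add compound, measure growth, express inhibition versus vehicle-treated cultures.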
yeast sgs1 mgt1 = NCI yeast anticancer drug screen, S. cerevisiae sgs1 mgt1 strain. growth inhibition, % at 50 µM. actives 10% (n = 78,000);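 note: 0% = growth of vehicle-only cultures of the same strain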
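Yeast cells carrying a defined DNA-repair defect were exposed to test compounds. Growth inhibition was measured relative to vehicle-treated controls.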
Numbers without * were called inactive; & = joins results of further samples; ! = not active in a repeat. Cut-off read from the data, not from the text of the source: active = growth inhibition above about 70%; inactive = the rest.

The line under a structure holds: cln2 rad14	yeast rad50	bub3	yeast mlh1 rad18	mec2-1	yeast sgs1 mgt1
(1) CSC(=Nc1ccc(Br)cc1)NC(=O)c1cc([N+](=O)[O-])cc([N+](=O)[O-])c1
  -58	-33	6	-19	3	23
(2) Cc1ccccc1C(C#N)C(=O)C(=O)Nc1ccc(Cl)c(Cl)c1 (centres undefined)
  13	6	9	14	10	17
(3) CCCC(=O)c1ccc(C)cc1
  14	-1	9	3	-19	-4
(4) Cc1ccc(Cl)cc1N1C(=O)CC(Sc2ccccc2N)C1=O (centres undefined)
  9	22	31	20	-3	28
(5) COc1ccc(N2C(=O)CCC2=S)cc1
  -4	-5	-8	16	9	7
(6) NCCCNC1CCCCC1
  0	9	2	13	-28	3
(7) O=C1NC2CCCCC2C(=O)N1O (centres undefined)
  -6	-3	-4	1	10	-9
(8) CCOC(CSc1ncnc2nc[nH]c12)OCC
  -20	22	14	21	3	18
(9) CNC(=O)c1ccc([N+](=O)[O-])cc1
  22	34	13	15	26	30
(10) NCC(=O)NC(Cc1cnc[nH]1)C(=O)NCC(=O)O (centres undefined)
  -32	-3	6	5	8	0
(11) CC(O)(c1cccc(OCc2ccccc2)c1)c1ccccn1 (centres undefined)
  -11	12	-6	-8	0	6
(12) COC(=O)C1CC2(CC3=C1CCCC3)OCCO2 (centres undefined)
  16	10	0	24	0	11
(13) Cc1ccccc1C(=O)NC1CCCCC1
  -28	7	8	0	2	-6
(14) C/C(=N\O)C(=O)c1ccc(Cl)cc1
  -18	-5	-18	-1	-3	8
(15) COC(=O)NC1(NC(=O)OC)NC(=O)c2cc(OC)c(OC)cc2N1
  -16	6	7	6	-10	27
(16) CC1=NN(C(=O)Cc2ccccc2)C(=O)/C1=C\c1cccc(O)c1
  -10	-30	-29	-48	-39	-62
(17) O=C(O)/C=C/C(=O)Nc1ccc(C(=O)O)cc1
  8	23	-21	-4	-27	10
(18) CC(=O)OC1CC2C(=O)CC1(C)C2(C)C (centres undefined)
  -18	18	-50	-31	19	-39
(19) O=C(CC(=O)c1cc(Cl)ccc1O)c1ccc2ccccc2n1
  -22	0	-3	22	13	19
(20) COC(=O)c1cc(NC(C)=O)ccc1S(=O)(=O)c1ccc(NC(C)=O)cc1C(=O)OC
  -27	-26	-4	-7	-5	-11
(21) N=C1N=Nc2nc(C(C(=O)c3cccs3)c3nc4n(c3O)C(=N)N=N4)c(O)n21 (centres undefined)
  -15	-5	2	-12	17	-1
(22) CCC(N)=O
  6	-9	1	7	-3	-2
(23) CSCCCCCCCCCCC(=O)O
  -3	-3	1	-17	-15	2
(24) CC(C)(C)OC(=O)CCSC(c1ccccc1)(c1ccccc1)c1ccccc1
  -41	30	-2	21	-16	25
(25) Cc1ccccc1CO
  -23	-21	3	-14	-9	20
(26) C=CCSc1cc(C)[o+]c(C)c1
  3	10	21	7	12	15
(27) Cc1cc(=O)[nH]c(/N=C(\N)Nc2ccc(Br)c(C(F)(F)F)c2)n1
  7	10	-2	3	3	-4
(28) O=C1C2=C(C(=O)C3=C1C1CCC3C1)C1CCC2C1
  -15	4	-5	1	-34	-12
(29) NC12CC3CC(C1)CC(C(=O)O)(C3)C2
  3	2	7	-7	3	-3
(30) CN(C)CC/C=C1\c2ccccc2Sc2ccc(Cl)cc21
  -2	37	48	53	22	5
(31) O=C(O)CNc1ncnc2[nH]ncc12
  4	7	-8	6	-25	3
(32) Nc1cc(Cl)nc(Cl)c1[N+](=O)[O-]
  -37	24	8	0	25	8
(33) CCOC(=O)c1nc2c(Cl)c3ncccc3cc2[nH]c1=O
  -10	21	16	20	11	21
(34) C/C(=N\Sc1ccccc1)c1ccccc1O
  12	79*	49	94*	51	33
(35) COc1ccc2c(=O)c(Cc3c[nH]c4ccccc34)coc2c1
  -36	28	10	19	12	29
(36) Nc1cncnc1
  -13	-23	-5	-11	10	-6
(37) COC(=O)C(O)(C(=O)OC)C1=C(N)C(=O)c2ccccc2C1=O
  -5	29	41	28	17	18
(38) CNc1ccc(OC)cc1S(=O)(=O)c1ccccc1[N+](=O)[O-]
  19	2	5	-22	-35	36
(39) COC(CCCl)(CCCl)OC
  -9	13	1	2	-16	-24
(40) Cc1sc2nc3n(c(=O)c2c1C)N=CN(c1ccccc1)C3
  -13	3	-4	-17	4	2
(41) CCCCS(=O)CC(CO)NC(=O)/C=C/c1c(C)[nH]c(=O)[nH]c1=O (centres undefined)
  22	13	-3	34	23	13
(42) CCN(CC)C(C)(C)C(=O)/C=C/c1ccc(Cl)c(Cl)c1
  48	93*	96*	95*	99*	83*
(43) Cc1cc2nc3c4ccccc4scc-3c2cc1C
  99*	99*	99*	98*	99*	99*
(44) CC(=O)Oc1ccc(OC(C)=O)c2c1CCCC2
  -2	-20	-5	-5	-14	-18
(45) Cn1c2ccccc2c(=O)c2ccccc21
  -35&-11	82*!	4&14	32&-28	13&-19	19&-17
(46) COc1c2c(c(OC)c3c1C(=O)c1ccccc1C3=O)CC=CC2
  -15	-11	-4	-4	5	-15
(47) CC(N)CC(N)CC(=O)O (centres undefined)
  -16&-9	-13&-24	2&-23	-10&-9	10&5	1&-2
(48) O=[N+]([O-])c1ccc(Cc2ncc(-c3ccc(Br)cc3)[nH]2)cc1
  -34	-20	30	1	6	1
(49) c1nc2c([nH]1)CNCC2
  -66	-3	-12	5	-11	-9
(50) CCCCCCCCCCCCn1[nH]c(C)c(C(=S)SCCCCCCCC)c1=O
  1	-7	3	7	1	-1
(51) Cc1[nH]ncc1[N+](=O)[O-]
  -67	-8	-4	-6	6	11
(52) Cc1cc(C)cc(N=Cc2ccc(C=Nc3cc(C)cc(C)c3)cc2)c1
  5	-6	-9	8	-15	-18
(53) COc1ccc(NC(=O)CC(=O)N2N=C(N(CCC#N)c3cccc(C)c3)CC2c2ccccc2)cc1 (centres undefined)
  19	11	-4	0	-7	3
(54) Nc1nc(-c2cc(-c3cccc4ccccc34)nc(N)n2)cc(-c2cccc3ccccc23)n1
  4	-6	-1	1	6	-8
(55) O=C(CS(=O)(=O)c1ccccc1)c1ccccc1
  2&9	15&-14	30&1	28&-30	13&-19	13&-6
(56) CC(=O)C(=C(I)I)c1ccccc1
  31	52	33	24	55	74*
(57) CC(C)CCCC(C)C1CCC2(C)C3=C(CCC12C)C1(C)CCC(OC(=O)c2ccccc2)C(C)(C)C1CC3 (centres undefined)
  -11	0	16	-6	9	-26
(58) OC(c1cccc(Cl)c1)C(Cl)Cl (centres undefined)
  -4	-3	-14	2	-9	-22
(59) C/C(=N\[N+](C)(C)C)c1ccc(Br)cc1
  -22	19	-2	1	-8	26
(60) COC(=O)C[C@@]1(C(=O)OC)[C@@H](C(=O)OC)C(C(=O)OC)=NN1C
  -49	-5	18	-4	-18	1

Structures from the list above containing an aryl methoxy group:
The line under a structure holds: cln2 rad14	yeast rad50	bub3	yeast mlh1 rad18	mec2-1	yeast sgs1 mgt1
(5) COc1ccc(N2C(=O)CCC2=S)cc1
  -4	-5	-8	16	9	7
(15) COC(=O)NC1(NC(=O)OC)NC(=O)c2cc(OC)c(OC)cc2N1
  -16	6	7	6	-10	27
(35) COc1ccc2c(=O)c(Cc3c[nH]c4ccccc34)coc2c1
  -36	28	10	19	12	29
(38) CNc1ccc(OC)cc1S(=O)(=O)c1ccccc1[N+](=O)[O-]
  19	2	5	-22	-35	36
(46) COc1c2c(c(OC)c3c1C(=O)c1ccccc1C3=O)CC=CC2
  -15	-11	-4	-4	5	-15
(53) COc1ccc(NC(=O)CC(=O)N2N=C(N(CCC#N)c3cccc(C)c3)CC2c2ccccc2)cc1 (centres undefined)
  19	11	-4	0	-7	3

Other structures follow:
The line under a structure holds: cln2 rad14	yeast rad50	bub3	yeast mlh1 rad18	mec2-1	yeast sgs1 mgt1
(61) C/C=C\C1OCC(CC)(CCCC)CO1 (centres undefined)
  -15	45	11	30	8	33
(62) Nc1n[nH]c(CO)n1
  10	7	-15	-7	4	-7
(63) CCn1ncc(N=O)c1N
  41&35	70*!	81*!	87*!	42&67	20&62
(64) CCCCNCc1c[nH]c(=O)[nH]c1=O
  -22	-2	-13	0	8	-14
(65) CC(=O)NC(=O)c1ccccc1O
  16	-11	5	13	-6	12
(66) CC(=O)OCC1OC(O/C=C2/CC3(C)C(CCC4C3CCC3(C)C4CCC3(C)O)CC2=O)C(OC(C)=O)C(OC(C)=O)C1OC(C)=O (centres undefined)
  0	4	-2	42	18	29
(67) NC1=NC2(O)c3ccccc3C(=O)C2(O)N1 (centres undefined)
  9	-14	1	-1	3	-3
(68) CCCCCCCCC(=O)OCCCC(CCC(CCC1CCCO1)OC(=O)CCCCCCCC)OC(=O)CCCCCCCC (centres undefined)
  14	82*	30	62	37	42
(69) CC(C)N(C(=S)/N=C1/SCS(=O)(=O)N1C)C(C)C
  -5	-14	-12	-1	0	-7
(70) CC(C)CC(=O)Oc1ccc(Br)cc1
  -35	-5	-10	-9	15	1
(71) CC(=O)CCc1c[nH]c2ccccc12
  -5	-17	-28	-5	-30	-63
(72) CC(C)=C/C(C)=N/Nc1ccc([N+](=O)[O-])cc1[N+](=O)[O-]
  2	6	13	0	6	14
(73) CCOC(=O)c1cc(NC(=O)c2cc(NC(=O)c3cc(NC(=O)c4c(-c5ccccc5)noc4C)cn3C)cn2C)cn1C
  15	50	36	51	57	59
(74) CCOC(=O)Nc1ccc([N+](=O)[O-])c2c1C(=O)c1ccccc1-2
  -11	-10	-22	-20	3	-9
(75) C=C(C)[N+]([O-])=NC
  30	-7	-11	1	4	-3
(76) Cc1ccc(SC2C(=O)C3(C)CCC2C3(C)C)cc1 (centres undefined)
  -22	64	37	82*	29	72*
(77) Oc1cc(F)cc2cccnc12
  93*	92*	93*	91*	94*	94*
(78) S=c1nc(-c2nc(=S)[nH]c3c2CCCCCCCCCC3)c2c([nH]1)CCCCCCCCCC2
  -5	-5	-14	13	8	-12
(79) CCn1c(=O)c2c3ccc(OC(C)=O)cc3[nH]c2c2ccc(OC(C)=O)cc21
  9	-18	4	-22	-30	-11
(80) CCCCCC(=O)OCC(CC)CC
  -30	-8	-1	5	-7	-13
(81) Nc1ccc([N+](=O)[O-])cc1S(=O)(=O)O
  -51	8	7	1	-4	3
(82) CON1C(=O)C(c2ccccc2)c2ccccc21 (centres undefined)
  3	58	11	7	23	48
(83) CC(=O)OC(=O)C(=O)C(F)C(O)C(C)C (centres undefined)
  -10	-17	-13	7	-14	-14
(84) Cc1cc([N+](=O)[O-])ccn1
  -4	-15	-6	-10	1	-18
(85) O=C(NCCCCCCNC(=O)C12CC3CC(CC(C3)C1)C2)C12CC3CC(CC(C3)C1)C2
  26	23	0	22	11	17
(86) CC(Cl)C(O)C#N (centres undefined)
  -8	-25	2	-16	-3	-11
(87) NC(=S)N/N=C\c1nccc2c(C(F)(F)F)cccc12
  88*	89*	90*	89*	91*	90*
(88) Clc1cccc(N2CCN(CCN3CCc4c([nH]c5ccccc45)C3c3cccnc3)CC2)c1 (centres undefined)
  9	2	-10	-12	-22	-8
(89) CCOC(=O)C(N)Cc1ccc(OC)c(OC)c1 (centres undefined)
  13	-6	-2	4	6	9
(90) C/C=C/C=C1\C=Cc2c(C(=O)OC)coc(=O)c21
  63	92*	94*	95*	94*	76*
(91) COc1cccc(C=C2C(=O)NC(=O)NC2=O)c1O
  14	-10	3	10	-20	-9
(92) CCCCCCCCCCCC(=O)Nc1cc(C)ccc1N=Nc1ccc(C)cc1
  -44	-17	-3	-37	-35	9

Source: PubChem
